# CAL PDZ FP-1: blocks peptide binding to human CAL PDZ domain; purified CAL PDZ, TMR-peptide fluorescence polarization, 1 h; inhibition, % at 20 µM; 330,000 compounds, 0.02% hits; AID 504414;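 active = highest replicate inhibition of at least 40%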;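 note: plate controls were DMSO neutral control wells for no effect and unlabeled competitor peptide control wells for full effect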
#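 Assay system – tagged CAL PDZ protein CerCALP, purified · Timing – 1 h at RT · Compound – single point, 20 µM · Measured by – fluorescence polarization from S- and P-plane intensities, G-factor corrected · Evaluation – inhibition from polarization loss · Probe or stimulus – TMR reporter peptide T*-PRC34 · Buffer or medium – pH 7.4 phosphate-saline buffer, reducing agent, detergent, IgG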
# SR-BI uptake up: activators of SR-BI mediated HDL lipid uptake. activation, % at 12.5 µM. AID 504775. CHO ldlA[mSR-BI] cells, DiI-HDL uptake fluorescence, 3 h; 100 = double the neutral-control signal. 320,000 compounds, 0.096% hits;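 active = mean replicate activation of at least 60% and every replicate at or above 60%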;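 note: 0% = median plate neutral-control signal and 100% = twice that signal; values of inactives mirror those of a sister screen read the other way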
#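 System: LDL receptor-deficient CHO ldlA cells overexpressing murine SR-BI | Timing: 3 h uptake period with compound, 37 °C | Medium: HEPES-buffered (25 mM, pH 7.4) F12 plus 0.5% BSA | Dosing: Single-point compound dose | Signal: Bottom-read fluorescence, 550/595 nm | Read-out: Retained DiI signal reflecting DiI-HDL uptake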
# Cardiac RTF inh: cardiac RTF calcium desensitization; P19429+P45379; IANBD-labeled cardiac RTF, Ca2+ fluorescence; inhibition, % at 7.15 µM; 340,000 compounds, 0.12% hits; AID 493244;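 active = inhibition above the mean inhibition of all tested compounds plus 3 SD, cut at about 17% in these data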;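 note: assay run at fixed EC70 calcium of 1.6 mM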
# LANA DNA inh: blocks KSHV LANA C-terminal domain binding to DNA | MBP-C-LANA/FAM-LBS DNA binding, fluorescence polarization | inhibition, % at 9 µM | 340,000 compounds, 0.078% hits;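 active = highest replicate inhibition at or above 60% at 9 µM, even if other replicates fall short; inactive = all replicates below 60% inhibition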;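 note: 0% = neutral control wells and 100% = 4 µM acridine orange control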
# CAL PDZ FP-2: inhibitors of human CAL PDZ peptide binding; purified CAL PDZ, TMR-peptide fluorescence polarization, 1 h; inhibition, % at 24.9 µM; 300,000 compounds, 0.92% hits; AID 602252;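 active = mean inhibition of at least 30% with at least half of replicates also reaching 30%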;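 note: 0% = DMSO neutral control and 100% = excess unlabeled competitor peptide PRC23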
# DAGLB inh: blocks human DAGLB lipase activity; inhibition, % at 5.17 µM; Q8NCG7; AID 504411; HEK293T DAGLB membrane lysate, EnzChek fluorogenic substrate; 340,000 compounds, 0.059% hits; in the data active = inhibition above about 34%;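 note: 0% = enzyme with vehicle and 100% = wells lacking enzyme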
# Target sequence (Q8NCG7 whole entry, looked up): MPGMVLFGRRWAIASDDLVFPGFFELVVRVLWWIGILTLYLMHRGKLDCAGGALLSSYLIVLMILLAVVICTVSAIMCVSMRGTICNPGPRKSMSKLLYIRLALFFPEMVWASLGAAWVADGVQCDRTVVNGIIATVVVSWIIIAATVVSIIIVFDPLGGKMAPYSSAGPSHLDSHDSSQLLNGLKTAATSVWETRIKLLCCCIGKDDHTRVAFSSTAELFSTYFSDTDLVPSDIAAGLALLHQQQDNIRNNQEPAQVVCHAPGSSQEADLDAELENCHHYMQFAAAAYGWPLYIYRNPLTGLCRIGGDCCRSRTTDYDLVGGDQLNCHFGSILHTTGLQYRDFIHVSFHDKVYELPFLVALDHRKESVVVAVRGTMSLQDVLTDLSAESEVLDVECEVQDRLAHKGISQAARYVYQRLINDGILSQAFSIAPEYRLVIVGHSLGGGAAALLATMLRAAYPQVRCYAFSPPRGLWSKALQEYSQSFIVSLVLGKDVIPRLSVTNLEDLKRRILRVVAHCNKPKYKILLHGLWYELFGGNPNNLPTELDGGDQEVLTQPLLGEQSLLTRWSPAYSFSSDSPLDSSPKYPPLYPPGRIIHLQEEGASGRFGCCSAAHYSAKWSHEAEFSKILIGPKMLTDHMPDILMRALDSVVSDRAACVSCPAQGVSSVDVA
# PKA-R2B act: activates the human PKA-R2B holoenzyme complex. PKA-R2B holoenzyme dissociation, Cy5-IP20 fluorescence polarization; R2B truncated from residue 108, S112A mutant; 0% DMSO only, 100% 113 µM cGMP. activation, % at 11.4 µM. 340,000 compounds, 0.079% hits;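 active = activation above a cutoff set at the mean over all compounds plus 3 SD, cut at about 18% in these data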;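 note: higher means more holoenzyme dissociation and a rise in polarization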
# Keap1 Nrf2 FP: inhibitors of human Keap1-Nrf2 protein-protein interaction | Q14145 | AID 504523 | inhibition, % at 9.4 µM | 340,000 compounds, 0.15% hits | Keap1 Kelch-Nrf2 peptide fluorescence polarization, 1536-well; in the data active = inhibition above about 12%;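 note: human Keap1 Kelch domain with fluorescein labeled Nrf2 9mer peptide probe; 0% = neutral control wells and 100% = peptide positive control; higher means more block of Keap1 binding to Nrf2 peptide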
# Rtt109 Vps75: C. albicans Rtt109 histone acetyltransferase inhibition. Q5AAJ8. purified Rtt109/Vps75, ThioGlo CoA-SH fluorescence, 4 h. inhibition, % at 34.9 µM. 330,000 compounds, 0.16% hits. AID 540336;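 active = inhibition of at least 50% in every replicate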
# cardiac RTF act: increases calcium sensitivity of human cardiac regulated thin filaments. P19429+P45379. IANBD-labeled TnC RTF fluorescence at EC20 calcium; 0% EC20 calcium, 100% full calcium. activation, % at 7.2 µM. 340,000 compounds, 0.24% hits. AID 493008;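 active = activation above the mean over all tested compounds plus 3 SD, cut at about 30% in these data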;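 note: rise in fluorescence read as greater calcium sensitivity of cardiac thin filaments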
# Starred values were filed as active, the others as inactive; · = no result given.
1: OC(CNC1CCCC1)COc1c(F)cc(Br)cc1F (stereo unspecified)
2: C1CCc2c(c(N3CCOCC3)nc3sc4c(N5CCOCC5)nnnc4c23)C1
3: O=C(CSc1nnc(NC(=O)c2ccc3c(c2)OCO3)s1)NCc1ccco1
4: C=CCN(CC=C)Cc1ccc(C(=O)OC)o1
5: COc1ccc(N/N=C(/C(C)=O)N2CCCc3ccccc32)cc1
6: COc1ccc(-c2noc(-c3ccccc3C(=O)NCC3CCCO3)n2)cc1 (stereo unspecified)
7: CCCCc1cc(=O)oc2cc(C)cc(OCC(=O)N3C[C@H]4C[C@@H](C3)c3cccc(=O)n3C4)c12
8: Cn1c(=O)c(C(=O)CN2CCc3ccccc32)c(N)n(Cc2ccccc2)c1=O

assay / entry	1	2	3	4	5	6	7	8
CAL PDZ FP-1	-1.1	0.2	-2.0	-0.2	-1.5	-1.4	0.4	-0.1
SR-BI uptake up	9	·	-9	16	-5	58	20	-14
Cardiac RTF inh	-12	-4	-9	1	-4	-2	-7	-4
LANA DNA inh	-0.9	1.3	-2.7	-0.5	-1.4	2.1	0.6	1.6
CAL PDZ FP-2	-3	15	-5	-4	-4	70*	-3	-2
DAGLB inh	-1	0	2	-1	-4	0	-2	2
PKA-R2B act	-3	0	-4	-4	-14	2	-1	-4
Keap1 Nrf2 FP	-1	-3	-5	-4	-3	-5	-3	-5
Rtt109 Vps75	2	3	0	-15	6	6	9	3
cardiac RTF act	-4	5	5	-2	1	4	6	3

9: COc1ccccc1NC(=S)N(Cc1ccc(C)cc1)Cc1ccccn1
10: Cc1nc(N2N=C3/C(=C/c4ccc(F)cc4)CCCC3C2c2ccc(F)cc2)sc1C(=O)N(C)C (stereo unspecified)
11: CC1CCCC(C)N1C(=O)Cn1c(SCC(=O)Nc2ccc3c(c2)OCO3)nc2ccccc21 (stereo unspecified)
12: CCC(=O)c1ccc(OCC(=O)OCC(=O)NCCCc2ccccc2)cc1
13: CC[C@H](C)C(C(=O)N1CCN(C(=O)OC(C)(C)C)CC1)n1cc(C(CO)NC(=O)OC(C)(C)C)nn1 (stereo partly specified)
14: CCCc1cc(=O)[nH]c(SCCOc2ccc(OCC)cc2)n1
15: COc1cccc(NC(=O)CS(=O)(=O)c2cn(CC(=O)N3CCOCC3)c3ccccc23)c1
16: Cc1c(Br)cc(C(=O)OC2CCN(C)CC2)c(C)c1C

assay / entry	9	10	11	12	13	14	15	16
CAL PDZ FP-1	·	0.2	0.3	0.6	-4.4	0.2	-0.1	-1.6
SR-BI uptake up	5	-54	-36	-24	8	3	-30	-13
Cardiac RTF inh	-5	-9	-2	-7	-1	-1	-2	-14
LANA DNA inh	0.6	-1.5	0.2	0.7	-1.9	1.6	3.7	-2.1
CAL PDZ FP-2	-11	·	0	-4	·	-6	-4	-6
DAGLB inh	-2	-2	-29	1	4	-2	0	1
PKA-R2B act	3	3	2	-4	0	-2	-19	4
Keap1 Nrf2 FP	-6	-9	-7	-1	-1	-5	-3	-4
Rtt109 Vps75	3	-22	0	5	-3	-4	-1	15
cardiac RTF act	-2	1	7	1	-1	-1	-2	7

17: O=C(Nc1ccccc1O)c1cc2cc(Br)ccc2oc1=O
18: O=C(Nc1nc2ccc(F)cc2s1)C1=COCCO1
19: CCN1C(=O)/C(=C2\C=Cc3ccccc3N2CC)SC1=S
20: CSc1ccccc1NC(=O)Nc1ccccc1Cl
21: Cc1cc(-c2[nH]nc3c2C(c2cccc(O)c2)C(C#N)=C(N)O3)c(C)s1 (stereo unspecified)
22: CNC(=S)N(Cc1ccco1)Cc1cc2cc(OC)c(OC)cc2[nH]c1=O
23: C=CCNc1nc(Nc2ccc(OC)cc2OC)nc(OCC)n1
24: Nc1c(-c2ccc(Cl)cc2)cnc2ncnn12

assay / entry	17	18	19	20	21	22	23	24
CAL PDZ FP-1	2.1	-1.9	1.4	-0.5	-3.1	-3.8	·	-1.3
SR-BI uptake up	-8	-34	-74	·	20	0	-36	19
Cardiac RTF inh	2	-9	-13	-7	-3	7	-4	-5
LANA DNA inh	-1.1	1.4	-0.1	1.5	1.1	-0.3	0.7	0.3
CAL PDZ FP-2	-8	-3	3	-1	·	-3	-2	·
DAGLB inh	1	0	10	-2	2	6	0	1
PKA-R2B act	3	3	3	-3	-7	9	-1	5
Keap1 Nrf2 FP	-1	1	2	-2	1	-5	5	2
Rtt109 Vps75	9	10	18	-1	17	12	-1	5
cardiac RTF act	-5	9	0	-1	-3	-4	-1	-2

25: COC(=O)[C@H](CCSC)NC(=O)Cn1cc(C)c(=O)[nH]c1=O
26: O=C(NC(=S)Nc1ccc(S(=O)(=O)N2CCCC2)cc1)c1cccs1
27: CCc1ccc(NC(=O)NC(C)c2ccc3c(c2)OCO3)cc1 (stereo unspecified)
28: CCCOc1c(Br)cc(C(=O)OCC(=O)NC2CC2)cc1OC
29: Brc1ccc(C2=Nc3cccc4cccc(c34)N2)o1
30: CCN(CC)C(=O)N1CCc2ccccc2C1CN1C(=O)c2ccccc2C1=O (stereo unspecified)
31: O=C(CCN1C(=O)c2ccccc2C1=O)OCN1C(=O)c2ccccc2C1=O
32: Cc1csc(=O)n1CC(=O)OCC(=O)Nc1cc(Cl)ccc1[N+](=O)[O-]

assay / entry	25	26	27	28	29	30	31	32
CAL PDZ FP-1	1.0	-3.4	-1.3	-1.0	1.0	0.7	-0.4	-1.9
SR-BI uptake up	-2	-5	6	-4	-14	17	27	-11
Cardiac RTF inh	-6	-6	-1	-22	-11	3	-3	5
LANA DNA inh	0.0	3.2	-1.7	0.9	1.3	-0.8	-0.8	11
CAL PDZ FP-2	0	-2	1	·	-3	-4	·	-3
DAGLB inh	-1	-4	-3	1	1	0	-3	-1
PKA-R2B act	-5	-3	4	3	-2	3	-5	-1
Keap1 Nrf2 FP	-9	0	-7	-5	-3	2	2	7
Rtt109 Vps75	3	18	-15	-2	4	1	5	9
cardiac RTF act	-6	-4	6	1	2	3	-3	-6

33: CCOC(=O)c1sc2nc(C)nc(SC(C)C(=O)N(C)c3ccccc3)c2c1C (stereo unspecified)
34: CCCCc1ccc(NC(=S)Nc2ccc(Cl)c(S(=O)(=O)N(C)C)c2)cc1
35: Cc1ccc(OCC(=O)Nc2cc(C(=O)O)cc(C(=O)O)c2)cc1C
36: Cc1cc(C)nc(N2CCC(C(=O)NCC3CCCCC3)CC2)n1
37: CCOC(=O)c1c(C)[nH]c(C(=O)OCC(=O)N(CC)c2c(N)n(Cc3ccccc3)c(=O)[nH]c2=O)c1C
38: O=C(O)CSc1nnc(CNc2ccc(Cl)cc2)n1Cc1ccccc1
39: Cc1ccc(-c2n[nH]c(=O)c3ccccc23)cc1S(=O)(=O)NCCN1CCOCC1
40: N#Cc1ccccc1NC(=O)COc1ccccc1C(=O)Nc1ccccc1

assay / entry	33	34	35	36	37	38	39	40
CAL PDZ FP-1	-2.0	-1.7	-0.3	·	-2.5	0.1	·	-0.1
SR-BI uptake up	-66	-24	9	0	-59	25	-9	-18
Cardiac RTF inh	0	-9	-7	-1	8	-31	-4	-7
LANA DNA inh	-0.9	-0.1	0.4	-0.5	0.6	-2.5	-0.7	-1.4
CAL PDZ FP-2	·	-1	-1	-6	-1	-2	42*	0
DAGLB inh	-4	-4	-2	3	-2	2	-2	-9
PKA-R2B act	-3	-3	-5	2	0	-3	-7	-13
Keap1 Nrf2 FP	0	0	6	-3	-2	0	-1	-3
Rtt109 Vps75	-4	2	1	-5	14	-13	7	1
cardiac RTF act	-5	8	-1	-1	-1	9	3	4

41: COc1ccc(S(=O)(=O)CCC(=O)Nc2cc(C)ccc2OC)cc1
42: COc1ccc(N(CC(=O)Nc2ccc(C(N)=O)cc2)S(=O)(=O)c2ccc(C)c([N+](=O)[O-])c2)cc1
43: COc1ccccc1N1CCN(c2ccnc3cc(Cl)ccc23)CC1
44: COC(=O)C1CCN(S(C)(=O)=O)CC1
45: CCOc1ccccc1NC1=C(Cl)C(=O)N(Cc2ccccc2)C1=O
46: Cc1ccc2c3c(c(SCC(=O)Nc4nonc4C)nc2c1)CCCC3
47: COC(=O)c1ccccc1NC(=O)CNC(=O)c1ccco1
48: CC12CCC(=O)N1C(C(=O)Nc1cc(C(F)(F)F)ccc1N1CCCCC1)CS2 (stereo unspecified)
49: O=C(Nc1cc(C(F)(F)F)ccc1N1CCOCC1)c1ccc(Br)o1
50: O=C(CN1C(=O)S/C(=C\c2ccccc2F)C1=O)NC1C=CS(=O)(=O)C1 (stereo unspecified)

assay / entry	41	42	43	44	45	46	47	48	49	50
CAL PDZ FP-1	-2.2	-0.2	-3.0	-2.9	-1.9	-2.4	-0.6	-1.5	-2.7	-2.6
SR-BI uptake up	8	-44	·	8	24	-23	-16	-29	-40	-4
Cardiac RTF inh	-26	0	-1	8	-2	1	-3	-1	-6	0
LANA DNA inh	-0.9	0.0	-2.3	0.5	-0.1	16	0.0	-2.0	-1.6	0.3
CAL PDZ FP-2	-2	1	-1	2	8	·	-4	·	-3	0
DAGLB inh	1	-2	-6	1	-1	-3	-1	0	-8	1
PKA-R2B act	9	4	-4	-2	-9	-3	3	-4	2	-3
Keap1 Nrf2 FP	-2	2	-2	-5	-3	3	-4	-8	-5	1
Rtt109 Vps75	-3	7	-3	-4	3	0	-3	-3	-1	5
cardiac RTF act	-6	1	-1	12	-4	-1	0	-17	-7	-5
